# High-throughput results deposited in PubChem BioAssay by National Center for Advancing Translational Sciences (NCATS).
# KinaseGlo FLuc = blocks Kinase-Glo luciferase, a counter-screen artifact; Kinase-Glo luciferase, ATP luminescence, 8 min; 0.28% of 200,000 active; Q27757; AID 1379; Potency, µM (highest dose often 38.3 µM), inactives show top-dose activity change, negative = inhibition, most hits filed as inhibitors; also: potency is read from the fitted curve at half-maximal effect; % is scaled to controls: 0 for no effect and ±100 for the full control effect; nearly all actives have a fitted effect of over 60% in size
#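 Compounds were added to a substrate mix at pH 7.2 (50 mM imidazole, 10 uM ATP, within the enzyme's linear range), followed by Kinase-Glo detection reagent; luminescence was measured after 8 minutes at ambient temperature.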
# CBFb RUNX1 block = CBF-beta/RUNX1 interaction disruption; 230,000 tested, under 10 active; AlphaScreen CBFb-His/RUNX1-biotin binding, biochemical; Potency, µM (top dose mostly 59.8 µM), for inactives: at the highest dose activity, negative = inhibition, usual class: inhibitors; also: % of control where 0% means no effect
# Target sequence (Q01196 whole entry, looked up): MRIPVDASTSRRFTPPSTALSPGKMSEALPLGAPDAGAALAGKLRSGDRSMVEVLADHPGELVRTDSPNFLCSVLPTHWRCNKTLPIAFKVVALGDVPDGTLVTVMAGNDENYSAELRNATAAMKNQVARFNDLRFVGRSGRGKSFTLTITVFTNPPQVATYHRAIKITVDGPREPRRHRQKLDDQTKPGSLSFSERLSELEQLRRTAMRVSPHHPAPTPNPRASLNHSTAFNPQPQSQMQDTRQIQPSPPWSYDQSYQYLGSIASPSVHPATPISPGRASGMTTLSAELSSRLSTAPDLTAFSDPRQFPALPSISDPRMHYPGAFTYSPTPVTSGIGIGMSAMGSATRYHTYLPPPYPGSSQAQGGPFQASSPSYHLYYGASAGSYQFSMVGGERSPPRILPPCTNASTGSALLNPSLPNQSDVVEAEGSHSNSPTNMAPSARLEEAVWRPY
# Target sequence (Q13951 whole entry, looked up): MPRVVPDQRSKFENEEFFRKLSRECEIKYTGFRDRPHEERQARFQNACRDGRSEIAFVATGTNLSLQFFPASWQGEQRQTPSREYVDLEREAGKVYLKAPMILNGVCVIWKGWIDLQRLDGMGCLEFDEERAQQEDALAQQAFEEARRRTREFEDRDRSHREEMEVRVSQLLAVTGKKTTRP
#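 Interaction loss through any mechanism counts as activity. Pre-formed complex of His-CBF-beta and biotin-RUNX1 (30 nM apiece) is incubated with compound 15 min, then with 50 ng nickel and 50 ng streptavidin beads for 90 min before AlphaScreen detection.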
# IMPase Li inh = IMPase inhibition in cells with lithium potentiation. CHO-M1 cells, IP1 TR-FRET (IP-One), carbachol + lithium. Potency, µM (highest dose often 59.4 µM), for inactives: at the highest dose activity, negative = IMPase inhibition, hits mostly inhibitors. 0.35% of 210,000 active;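 also: IP1 builds up when IMPase is blocked and the TR-FRET signal falls; potency is read from the fitted curve at half-maximal effect; plate controls were basal vehicle for no effect and high inhibitor control for full effect; nearly all actives have a fitted effect of over 50% in size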
#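 CHO cells stably expressing M1 receptor (2000/well, cultured 16–30 h) treated 30 min at 37C with compound plus low lithium. Cytosolic IP1 by TR-FRET (665/620 ratio and 620 channel) after 10 min lysis; AC50 by Hill fit.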
# HTT ATP protect = cytoprotection in Huntington HTT-Q103 PC12 cell model. PC12 HTT-Q103 induced, cytoprotection, ATP luminescence, 40 h. Potency, µM (doses to about 56.4 µM), for the others: cytoprotection (ATP increase), most hits filed as activators. 0.14% of 230,000 active. AID 1471;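 also: potency is read from the fitted curve at half-maximal effect; % of control where 0% means no effect; nearly all actives have a fitted effect of over 45% in size; toxic huntingtin expression switched on by the ecdysone agonist tebufenozide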
#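 Quantitative HTS on tebufenozide-induced (100 nM) PC12 cells expressing HTTQ103 exon 1–GFP; compounds tested as a concentration series; survival measured via cellular ATP.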
# HTT aggregate = mutant huntingtin aggregation inhibition | Potency, µM (doses to about 46.1 µM), inactives show at the highest dose activity change, negative = inhibition, usual class: inhibitors | PC12 HttQ103-GFP aggregates, Acumen cytometry, 40 h | 1.1% of 220,000 active; also: potency is read from the fitted curve at half-maximal effect; % is scaled to controls: 0 for no effect and ±100 for the full control effect; nearly all actives have a fitted effect of over 60% in size
#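 Read-out: GFP aggregate count by laser scanning cytometer (488 nm excitation, 500-530 nm emission, 1–25 µm objects >6 SD above background). Cells: PC12, inducible HTTex1-Q103-GFP, 100 nM tebufenozide; compounds titrated.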
# SMN2 splice up = enhancers of SMN2 splice variant expression; HEK293 SMN2-luciferase splicing reporter, luminescence, 30-36 h; Potency, µM (highest dose often 46.1 µM), for the others: at the highest dose activity change, positive = activation, most hits filed as activators; AID 1458; 2.8% of 210,000 active; also: potency is read from the fitted curve at half-maximal effect; % of control where 0% means no effect; nearly all actives have a fitted effect of over 55% in size
#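 HEK293 cells carry an SMN2 […]–luciferase reporter in which exon 7 inclusion puts luciferase in frame. Cells were plated 10-12 h before compound addition, then incubated 30-36 h at 37C. ONE-Glo luminescence was read; sodium butyrate at 4.5 mM final served as control.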
# Lamin A splicing = LMNA splicing modulation; HeLa LMNA splicing GFP/RFP minigene ratio, 48 h; Potency, µM (top dose mostly 46.1 µM), without a hit: top-dose ratio change, negative = inhibition, usual class: inhibitors; 0.01% of 200,000 active; active = well fitted inhibition curve with a large enough effect in the signal ratio, with a control signal flat, not every such curve was filed as active; inconclusive = small, poorly fitted or top-dose-only effect, or effect the other way, or a change in a side signal; the % refers to the signal ratio; also: potency is read from the fitted curve at half-maximal effect; % is scaled to controls: 0 for no effect and ±100 for the full control effect
#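 S3 HeLa cells stably expressing lamin A-EGFP splicing minigene plus DsRed2, 600 cells/well, 48 h compound exposure at 37C. Laser-scanning cytometry; analysed as GFP (500-530 nm)/RFP (575-640 nm) total intensity ratio; 0.5% DMSO vehicle.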
# * marks the source's active call; other numbers are inactive results; ? = inconclusive; . = not tested or not shown; [ ] = dose if it differs, or a comment. Unless noted, calls follow the shape of the dose curve; as a rule, active = well fitted curve in the direction sought with a large enough effect; inconclusive = small, poorly fitted or top-dose-only effect, or another doubt; inactive = no such curve, though single readings can be large; an effect the other way counts as inactive or inconclusive.
1	C#CCOCCOCCOCCNc1nc(OC)nc(N2CCN(C(=O)[C@H](CCCCN)n3cc(C(N)CO)nn3)CC2)n1 (stereo not given in full)
2	Cn1c(SCC(=O)NCc2ccco2)nnc1-c1ccc(S(=O)(=O)N2CCOCC2)cc1
3	CNc1nc(C)c(C#N)cc1C(C)=O
4	CC(=O)Nc1ccc(NC(=O)c2c(C)nc3ccccn23)cc1
5	Cc1cc(N)nc2nc(C(F)(F)F)nn12
6	O=c1[nH]c(=O)n([C@@H]2O[C@H](CO)[C@@H](O)[C@H]2O)cc1F
7	COc1ccc(N(C)C(=O)c2cnc(N3CCN(c4ncccn4)CC3)c3ccccc23)cc1
8	Cc1ccc(CN2CCN(Cc3ccc4ncccc4c3)CC2CCO)cc1 (stereo not given)
entry no.,1,2,3,4,5,6,7,8
KinaseGlo FLuc,.,0%,-2%,-2%,-2%,2%,-1%,-6%
CBFb RUNX1 block,11%,2%,6%,3%,14%,13%[21.7 µM],4%,4%
IMPase Li inh,.,-6%[38.3 µM],2%[38.3 µM],-25%[38.3 µM],-8%,8%,-7%[38.3 µM],22%
HTT ATP protect,-22%[10 µM],-13%[10 µM],12%,6%[10 µM],-7%,-102%[inhibitor][1.9 µM],22%,31%[10 µM]
HTT aggregate,-4%[9.22 µM],-6%,-10%,7%,5%,.,7%,3%[9.22 µM]
SMN2 splice up,.,-13%,?,-1%,7%,.,-18%,-25%
Lamin A splicing,.,14%,2%,?,-12%[46 µM],.,?,.

# Whole records, quoted from the list. Order of screens: KinaseGlo FLuc	CBFb RUNX1 block	IMPase Li inh	HTT ATP protect	HTT aggregate	SMN2 splice up	Lamin A splicing
# COc1ccc(N(C)C(=O)c2cnc(N3CCN(c4ncccn4)CC3)c3ccccc23)cc1 as listed: -1%	4%	-7%[38.3 µM]	22%	7%	-18%	?
# Cc1cc(N)nc2nc(C(F)(F)F)nn12 as listed: -2%	14%	-8%	-7%	5%	7%	-12%[46 µM]
# CC(=O)Nc1ccc(NC(=O)c2c(C)nc3ccccn23)cc1 as listed: -2%	3%	-25%[38.3 µM]	6%[10 µM]	7%	-1%	?
# C#CCOCCOCCOCCNc1nc(OC)nc(N2CCN(C(=O)[C@H](CCCCN)n3cc(C(N)CO)nn3)CC2)n1 (stereo not given in full) as listed: .	11%	.	-22%[10 µM]	-4%[9.22 µM]	.	.

# (further entries)
9	Cn1ccnc1Sc1ccc(C(N)=O)cc1[N+](=O)[O-]
10	NC(=O)c1c(NC(=O)CSc2nc3c(c(C(F)(F)F)n2)CCc2ccccc2-3)sc2c1CCCC2
11	CC(=O)OC1COC(N2CCc3cc(Br)c([N+](=O)[O-])cc32)C(OC(C)=O)C1OC(C)=O (stereo not given)
12	Cc1ccc(N2C(=O)CN(Cc3cccs3)C2=S)cc1C
13	Cc1ccc(C(=O)NS(=O)(=O)c2ccc(C)cc2)cc1
14	O=C1CCC(=O)N1CN(C(=O)c1ccco1)c1ccccc1
15	COc1ccc(NC(=O)Cn2nnc(-c3ccccc3NC(=O)c3cccs3)n2)cc1
16	COc1ccccc1NC(=O)C1CCC(CNc2c(N3CCCCC3)c(=O)c2=O)CC1 (stereo not given)
entry no.,9,10,11,12,13,14,15,16
KinaseGlo FLuc,-1%,0%,-6%,3%,.,14%,-3%,.
CBFb RUNX1 block,-10%,3%,-7%,-1%,1%,-3%,12%,15%
IMPase Li inh,5%,-7%[38.3 µM],36%[activator][38.3 µM],4%,.,3%[38.3 µM],-10%[38.3 µM],.
HTT ATP protect,-12%,0%[10 µM],6%,-46%[inhibitor],4%[10 µM],-9%[0.074 µM],-34%,7%[10 µM]
HTT aggregate,6%,3%,10%,-4%,-9%[9.22 µM],-10%,-17%,19%[9.22 µM]
SMN2 splice up,5%,-9%,22%,-4%,.,2%,19%,.
Lamin A splicing,?,-5%,?,-8%[46 µM],.,4%,14%,.

17	COC(=O)c1ccccc1S(=O)(=O)NC(=O)c1ccccc1
18	Cc1cc(C)c(C)c(S(=O)(=O)NCc2ccc(C(=O)N3CCCCC3)cc2)c1C
19	CCCC(=O)c1cc(F)c(N2CCN(CCC#N)CC2)cc1C
20	CCOC(=O)c1sc(C)c2c(=O)n(CCc3ccccc3)nnc12
21	CC1CCN(CCCNC(=O)C2CCN(S(=O)(=O)N3CCCCC3)CC2)CC1
22	CCCCCC[n+]1c(-c2ccccc2)csc1Nc1ccccc1
23	CCN1C(=O)/C(=C\c2ccc(F)cc2)N=C1SCC(=O)NCc1ccco1
24	O=C(Cc1ccc(-c2ccccc2)cc1)NNC(=S)NCc1ccco1
entry no.,17,18,19,20,21,22,23,24
KinaseGlo FLuc,3%,-1%,-3%,-4%,2%,-1%,-3%,-3%
CBFb RUNX1 block,-9%,0%,0%,-3%,2%,-13%,6%,-13%
IMPase Li inh,-2%,11%,-8%[38.3 µM],-5%[38.3 µM],-4%[38.3 µM],11%,4%,0%
HTT ATP protect,0%[10 µM],-7%[10 µM],-13%,-15%,15%,15%[10 µM],.,-11%
HTT aggregate,7%,-5%,-10%,4%,6%,6%,12%,-24%
SMN2 splice up,6%,-7%,-10%,-9%,5%,-30%,5%,-91%[inhibitor]
Lamin A splicing,-7%,-7%,5%,5%,9%[0.0737 µM],-20%,7%,.

25	Cc1cc2oc(=O)c3c(c2cc1OCc1nn[nH]n1)CCCC3
26	COC(=O)COc1ccc(S(=O)(=O)Nc2ccc3c(c2)OCO3)cc1
27	C=CCNC(=O)c1onc(CSc2ccc(F)c(F)c2)c1C(=O)O
28	Cn1ccc(C(=O)OCC(=O)Nc2cccc3ccccc23)n1
29	Cc1ccc(S(=O)(=O)N2CCN(C(=O)CSc3nc4ccccc4c(=O)[nH]3)CC2)c(C)c1
30	COc1ncc2nc(-c3ccc(F)cc3)c(=O)n(CCC#N)c2n1
31	CC(Cc1cccs1)NC(=O)Nc1ccc(Cl)c(Cl)c1 (stereo not given)
32	Clc1ccc(Cc2ccccc2)nn1
entry no.,25,26,27,28,29,30,31,32
KinaseGlo FLuc,-3%,0%,4%,15%,0%,-6%,3%,2%
CBFb RUNX1 block,-2%,5%,7%,5%,4%,.,10%,6%
IMPase Li inh,-7%[38.3 µM],44%[activator][38.3 µM],1%[38.3 µM],2%,1%[38.3 µM],-7%,21%[38.3 µM],-12%[38.3 µM]
HTT ATP protect,9%[0.074 µM],11%,0%,22%,-15%[10 µM],-9%,-51%[inhibitor],-16%
HTT aggregate,-4%,-7%,29%,-27%,10%,.,-19%[9.22 µM],-31%
SMN2 splice up,7%,.,0%,-6%,-5%,-3%,6%,-6%
Lamin A splicing,0%,7%,1%[0.0737 µM],12%[46 µM],0%,.,?,0%

33	Cc1ccccc1COc1ccc(/C(O)=C2/C(=O)C(=O)N(CCCn3ccnc3)C2c2ccco2)cc1 (stereo not given)
34	CCC(COC(=O)Nc1ccccc1)NC(=O)OC(C)C (stereo not given)
35	CCCNC(=O)Cc1c(O)c2ccccc2[nH]c1=O
36	O=C(NC1CCCCCC1)C1CCN(S(=O)(=O)c2cccc3cccnc23)CC1
37	Cc1ccc(-c2sc(C)nc2CC(=O)O)cc1
38	COCCn1c(=O)c(-c2cc(F)cc(F)c2)nc2cnc(OCc3ccccc3)nc21
39	CCCCn1c(CN2CCN(CCO)CC2)nc2ccccc21
40	O=C(c1ccccc1)c1nn(-c2ccc(Cl)cc2)cc1C(=O)c1cc2ccccc2oc1=O
entry no.,33,34,35,36,37,38,39,40
KinaseGlo FLuc,-3%,-6%,-3%,-2%,1%,-2%,3%,3%
CBFb RUNX1 block,-27%,4%,4%,-8%,15%,.,6%,-1%
IMPase Li inh,?,3%,17%[38.3 µM],1%[38.3 µM],30%[38.3 µM],9%,16%[38.3 µM],13%[38.3 µM]
HTT ATP protect,-20%,.,2%,-11%,-6%[10 µM],0%,-11%[0.074 µM],-8%
HTT aggregate,-10%,.,9%,9%,11%,.,-23%,9%
SMN2 splice up,0%,6%,12%,14%,11%,-2%,16%,14%
Lamin A splicing,6%,.,0%,0%,5%,.,-2%,-3%

41	NNc1nc2sc3c(c2c(=O)[nH]1)CCc1ccccc1-3
42	O=C(Nc1ncc2c(n1)-c1ccccc1CC2)c1cccc(Cl)c1
43	Cn1ccnc1SCC(=O)c1ccc([N+](=O)[O-])cc1
44	CC(=O)c1ccc(N2C(=O)NC3(CCCCC3)C2=O)cc1
45	CCOc1ccc(NC(=O)CN(C)CC(=O)Nc2ccc(F)c(F)c2F)cc1OCC
46	CCc1ccc2[nH]c(O)c(N=Nc3nc(-c4ccccc4)cs3)c2c1
47	Cn1nc(OCC(=O)O)cc1C(F)(F)F
48	CCCCNC(=S)N(C)/N=C/c1ccccc1C(=O)O
entry no.,41,42,43,44,45,46,47,48
KinaseGlo FLuc,3%,3%,4%,-5%,0%,2%,.,0%
CBFb RUNX1 block,-1%,2%,-18%,7%,17%,?,7%,7%
IMPase Li inh,-14%,4%[38.3 µM],3%,15%[38.3 µM],7%,8%[38.3 µM],.,19%[38.3 µM]
HTT ATP protect,-4%[10 µM],-65%[inhibitor],6%,-7%[0.074 µM],-24%,-50%[inhibitor],-10%[10 µM],-11%
HTT aggregate,-6%,?,10%,1%,18%,-12%,-3%[9.22 µM],-9%
SMN2 splice up,3%,-5%,7%,22%,9%,-15%,.,12%
Lamin A splicing,?,?,?,-2%,7%[46 µM],2%,8%[46 µM],19%

49	CCOP(=O)(O)c1cccc(OCCOCCOc2cccc(P(=O)(O)OCC)c2)c1
50	COc1ccc(C(=O)Nc2ccc(-c3nnn(CC(=O)N4CCN(C(=O)c5ccco5)CC4)n3)cc2)cc1
51	O=C(O)CCC(=O)N1N=C(c2cccs2)CC1c1cn(-c2ccccc2)nc1-c1ccccc1 (stereo not given)
52	CCOc1ccc(CN2CCN(Cc3cccn3-c3cccnc3)CC2CCO)cc1 (stereo not given)
53	O=C(N/N=C/c1ccccn1)c1cccs1
entry no.,49,50,51,52,53
KinaseGlo FLuc,4%,-2%,1%,1%,?
CBFb RUNX1 block,3%,?,-5%,-4%,-9%
IMPase Li inh,-9%,0%,-1%[38.3 µM],16%,4%
HTT ATP protect,?,-7%[10 µM],22%,18%[10 µM],17%
HTT aggregate,1%,-3%[9.22 µM],11%[9.22 µM],7%[9.22 µM],?
SMN2 splice up,13%,-13%,-8%,.,-45%[inhibitor]
Lamin A splicing,.,-3%[46 µM],12%,12%[46 µM],-6%[46 µM]
